# From PubChem
# FLuc inh: firefly luciferase inhibition; 72,000 tested, 2.2% active; Potency, µM (top dose mostly 57.1 µM), for the others: at the highest dose activity change, negative = inhibition, actives largely listed as inhibitors; purified firefly luciferase, luminescence, 8 min; note: potency is the fitted concentration of half-maximal effect; % is set by controls: 0 for no effect and ±100 for the full control effect; nearly all actives have a fitted effect of over 40% in size
#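 Inhibition of light generation by firefly luciferase from ATP and luciferin was profiled with concentration-response curves per sample, ATP held at 10 uM within the enzyme's linear range. Plates were read by luminescence after an 8-minute ambient incubation.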
# Casp7 inh: blocks human caspase-7 allosterically or competitively | P55210 | recombinant caspase-7, Ac-DEVD-AFC fluorescence rate | Potency, µM (highest dose often 57.5 µM), for inactives: top-dose activity change, negative = inhibition, hits mostly inhibitors | 75,000 tested, 0.02% active | AID 889; active = well fitted inhibition curve with a large enough effect in the main read-out, with a control signal flat, not every such curve was filed as active; inconclusive = small, poorly fitted or top-dose-only effect, or a change in a side signal; note: potency is the fitted concentration of half-maximal effect; % of control where 0% means no effect
# Target sequence (P55210 24-198 limits assumed): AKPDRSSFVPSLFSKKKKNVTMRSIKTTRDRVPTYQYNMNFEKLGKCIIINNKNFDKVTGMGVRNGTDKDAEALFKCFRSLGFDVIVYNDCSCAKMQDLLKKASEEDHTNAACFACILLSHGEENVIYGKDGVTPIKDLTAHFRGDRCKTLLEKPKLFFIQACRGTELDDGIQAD
# Target sequence (P55210 207-303 limits assumed): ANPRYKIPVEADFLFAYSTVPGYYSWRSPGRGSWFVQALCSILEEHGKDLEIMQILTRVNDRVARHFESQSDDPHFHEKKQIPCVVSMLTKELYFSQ
# Rhodamine fluor: compound autofluorescence in rhodamine spectral region; max dye-equivalent concentration, M; Rhodamine-region fluorescence, 547/598 nm, Tris buffer; stronger effect = higher value; 59,000 tested, 0.05% active; in the data active = max dye-equivalent concentration above about 11 nM; inconclusive = between about 1.1 nM and that limit
#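 Intensities are converted to rhodamine-equivalent concentration using a six-point rhodamine standard on each plate. Compounds sit 15 min at room temperature in 100 mM Tris buffer, pH 8.0; read uses the 547/598 nm excitation/emission pair.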
# Fluorescein fluor: fluorescein region autofluorescence | Compound autofluorescence, 480/540 nm, fluorescein-equivalent; stronger effect = higher value | max fluorescein-equivalent concentration, M | 59,000 tested, 0.91% active | AID 593; in the data active = max fluorescein-equivalent concentration above about 10 nM; inconclusive = between about 1.1 nM and that limit
#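 Spectral profiling of library compounds in the fluorescein window (480 nm excitation, 540 nm emission) after 15 min at room temperature in pH 8.0 Tris (100 mM). Values are dye-equivalent concentrations.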
# Texas Red fluor: compound fluoresces in the Texas Red spectral region; Compound fluorescence, Texas Red channel, 547/618 nm; stronger effect = higher value; max dye-equivalent concentration, M; 59,000 tested, 0.06% active; AID 587; in the data active = max dye-equivalent concentration above about 10 nM; inconclusive = between about 1.1 nM and that limit
#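 Dye-equivalent concentrations come from scaling compound signal (ex 547, em 618 nm) to six Texas Red standard concentrations run on every plate, after 15 min room-temperature incubation in pH 8.0 Tris (100 mM).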
# ERK AVP inh: blocks ERK signaling stimulated by vasopressin. HEK293-V1b, vasopressin-stimulated pERK AlphaScreen. Potency, µM (top dose mostly 57.5 µM), for inactives: at the top dose activity, negative = inhibition, hits mostly inhibitors. 72,000 tested, 0.99% active; note: potency is the fitted concentration of half-maximal effect; % is set by controls: 0 for no effect and ±100 for the full control effect; nearly all actives have a fitted effect of over 55% in size
#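 Overnight-seeded V1b-HEK293 cells in 1% FBS got compound, then vasopressin (25 nM final, 5 min, 37C), then lysis buffer. AlphaScreen detection of phospho-ERK; activity normalized to basal and full-stimulation controls.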
# 4-MU autofl: compound fluoresces in the 4-MU spectral region; max dye-equivalent concentration, M; compound autofluorescence, 340/450 nm, 4-MU equivalents; stronger effect = higher value; 59,000 tested, 11% active; in the data active = max dye-equivalent concentration above about 10 nM; inconclusive = mostly about 1.1 nM to 9.6 nM
#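 Intrinsic fluorescence at 340/450 nm (ex/em) was read after 15 min at room temperature in pH 8.0, 100 mM Tris. Each compound concentration expressed as 4-MU-equivalent concentration from a six-point 4-MU standard series on each plate.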
# Tau filament bind: tau filament binding. P10636. recombinant tau filaments, thioflavin S fluorescence, 15 h; filaments grown with octadecylsulfate alongside compound. Potency, µM (doses to about 57.1 µM), for inactives: top-dose activity change, negative = inhibition. 71,000 tested, 2% active. AID 596;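 note: potency is the fitted concentration of half-maximal effect; % is set by controls: 0 for no effect and ±100 for the full control effect; actives lower thioflavin S fluorescence by blocking filaments or displacing dye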
# Target sequence (P10636 whole entry, looked up): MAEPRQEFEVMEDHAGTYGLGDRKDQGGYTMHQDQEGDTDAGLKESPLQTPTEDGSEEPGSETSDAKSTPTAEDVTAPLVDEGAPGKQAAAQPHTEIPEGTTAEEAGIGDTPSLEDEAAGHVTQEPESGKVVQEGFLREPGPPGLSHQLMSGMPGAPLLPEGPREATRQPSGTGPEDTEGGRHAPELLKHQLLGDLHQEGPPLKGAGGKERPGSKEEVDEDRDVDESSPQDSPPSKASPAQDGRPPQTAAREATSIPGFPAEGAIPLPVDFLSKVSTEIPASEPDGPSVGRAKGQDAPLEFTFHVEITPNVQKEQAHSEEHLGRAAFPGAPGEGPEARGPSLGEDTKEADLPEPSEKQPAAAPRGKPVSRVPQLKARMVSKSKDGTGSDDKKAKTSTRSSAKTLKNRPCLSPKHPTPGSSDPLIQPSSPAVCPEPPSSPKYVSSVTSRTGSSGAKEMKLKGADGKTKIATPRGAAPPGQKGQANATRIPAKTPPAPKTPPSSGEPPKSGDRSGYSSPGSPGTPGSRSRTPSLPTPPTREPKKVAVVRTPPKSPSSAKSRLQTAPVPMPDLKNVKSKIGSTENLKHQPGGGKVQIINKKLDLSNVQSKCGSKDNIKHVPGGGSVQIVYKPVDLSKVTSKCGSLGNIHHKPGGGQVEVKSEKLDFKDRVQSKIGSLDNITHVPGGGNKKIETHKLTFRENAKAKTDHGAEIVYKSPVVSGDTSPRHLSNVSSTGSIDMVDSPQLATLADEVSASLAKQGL
#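 Assay mix: 1 uM His-tagged tau, 30 uM sodium octadecylsulfate, thioflavine S dye in HEPES/NaCl/DTT buffer. Compound is added prior to the inducer. Fluorescence after 15 h at 37 C.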
# HEK293 cAMP ctrl: counter-screen for TSHR agonists: cAMP increase in parental HEK293; parental HEK293 CNG cAMP sensor, membrane potential fluorescence; Potency, µM (doses to about 57.1 µM), for the others: at the top dose activation, hits mostly activators; 73,000 tested, 2.5% active; note: potency is the fitted concentration of half-maximal effect; % of control where 0% means no effect; nearly all actives have a fitted effect of over 55% in size
#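 Parental HEK 293 cells stably expressing a cAMP-gated CNG channel were loaded with membrane potential dye containing 100 uM RO 20-1724 for 60 min. Compound added for 30 min; depolarization read as fluorescence intensity at 590 nm.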
# Caspase-1 inhib: caspase-1 (human) inhibition, allosteric or competitive. P29466. Caspase-1 enzyme, Ac-WEHD-AFC fluorogenic rate. AID 900. 75,000 tested, 0.03% active. Potency, µM (titrated, usually from 57.5 µM), without a hit: at the top dose activity change, negative = inhibition, hits mostly inhibitors;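 note: potency is the fitted concentration of half-maximal effect; plate controls were vehicle for no effect and no substrate for full effect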
# A350 autofl: A350 region autofluorescence. Compound autofluorescence, 340/450 nm, Alexa 350 dye-equivalents; stronger effect = higher value. max dye-equivalent concentration, M. 59,000 tested, 11% active; in the data active = max dye-equivalent concentration above about 10 nM; inconclusive = mostly about 1.1 nM to 9.6 nM
# Starred values were filed as active, the others as inactive; i = inactive; ? = inconclusive; . = not tested or not shown; [ ] = remark or other dose. Unless noted, calls come from the whole dose curve; as a rule, active = well fitted curve in the direction sought with a large enough effect; inconclusive = small, poorly fitted or top-dose-only effect, or another doubt; inactive = no such curve, though single readings can be large; an effect the other way counts as inactive or inconclusive. These rows are one share of the data, so the mix of outcomes need not match the whole.
SMILES,FLuc inh,Casp7 inh,Rhodamine fluor,Fluorescein fluor,Texas Red fluor,ERK AVP inh,4-MU autofl,Tau filament bind,HEK293 cAMP ctrl,Caspase-1 inhib,A350 autofl
Cc1ccc(OCC(=O)Nc2ccc(O)c(-c3nc4ccccc4o3)c2)cc1,-1%,-3%,.,.,.,-1%,.,i,13%,-3%,.
COC(=O)c1ccccc1NC(=O)C1CCN(S(=O)(=O)c2cc(C)ccc2OC)CC1,2%,-2%,i,i,i,?,i,14%,22%,-3%,i
CC(=O)Nc1nc(=O)c2ccccc2s1,1%,-1%,i,i,i,-5%,i,1%,8%,0%,i
CCCn1c(SCc2nc(-c3cccs3)no2)nnc1-c1ccncc1,1%,-3%,i,i,?,-4%,i,6%,23%,2%,i
O=C(O)CCC(=O)Nc1ccc(N2CCCCCC2)cc1,-27%,-1%,i,i,i,-12%,1.2e-08M*,-12%,1%,-11%,1.3e-08M*
COCCn1c(SCC(=O)Nc2nnc(C)s2)nnc1-c1cc2ccccc2cc1O,1%,2%,i,i,i,-2%,?,-11%,-8%,-3%,?
Cn1c(=O)[nH]c(=O)c2c1nc(CN1CCOCC1)n2CCCc1ccccc1,1%,-1%,.,.,.,.,.,6%,10%,-2%,.
CCOC(=O)Cc1cnc(NC(=O)Cn2nnc(-c3ccc(OCC)cc3)n2)s1,1%,-2%,i,?,i,4%,i,7%,13%,-2%,i
O=S(=O)(c1ccc(S(=O)(=O)N2CCCC2)cc1)N1CCCCCC1,4%,0%,i,i,i,2%,i,8%,3%,0%,i
Cc1ccc(S(=O)(=O)n2ccnc2)cc1C,3%,1%,.,.,.,.,.,1%,20µM*,-4%,.
Cc1cc(C)n(-c2nc3ccccc3n3cnnc23)n1,-4%,0%,i,?,i,-4%,i,-4%,?,-1%,i
COc1ccc(C2CC(C(F)(F)F)n3ncc(C(=O)O)c3N2)cc1OC (stereo not given),0%,1%,.,.,.,6%,.,6%,12%,1%,.
N#Cc1nc(-c2ccc(OCc3ccccc3)cc2)oc1NCCN1CCOCC1,3%,-8%,i,i,i,?,?,157%,-5%,-5%,?
COc1ccc(Cn2nnnc2C(c2ccccn2)N2CCN(c3cc(Cl)ccc3C)CC2)cc1 (stereo not given),1%,-1%,i,i,i,16%,i,2%,?,-2%,i
O=S(=O)(Cc1ccccc1Cl)N1CCN(Cc2ccc3c(c2)OCO3)CC1,-1%,-1%,i,i,i,-18%,i,2%,?,1%,i
CCOC(=O)NC1(C(F)(F)F)C(=O)N(Cc2ccccn2)C2=C1C(=O)CC(C)(C)C2 (stereo not given),4%,-1%,i,i,i,10%,i,3%,4%,-2%,i
O=C(c1cccs1)N1CCC(c2nc3c(nnn3Cc3ccccc3)c(=O)[nH]2)CC1,4%,2%,i,?,i,11%,i,4%,?,0%,i
CCOC(=O)c1nc(S(C)(=O)=O)ncc1Cl,-4%,1%,i,i,i,63%[activator],i,3%,-11%,0%,i
CCOC(=O)Cc1csc(NC(NC(=O)CC)(C(F)(F)F)C(F)(F)F)n1,1%,1%,.,.,.,-19%,.,0%[11.4 µM],9%[11.4 µM],-2%,.
COc1ccc2cc3cc(C(=O)NCCc4ccc(OC)c(OC)c4)oc3nc2c1,-1%,-3%,i,i,i,13%,1.1e-07M*,.,18%,-3%,1e-07M*
COC1CCCCC1Nc1cccc(SC)c1 (stereo not given),0%,-3%,.,.,.,15%,.,1%,?,-2%,.
Cn1c2c(c(=O)n(C)c1=O)C(c1cccc(Br)c1)C1C(=O)c3ccccc3C1=N2 (stereo not given),-2%,-1%,i,i,i,-6%,i,-10%,-9%,0%,i
O=C(Nc1ccc(-c2nc3ncccc3o2)cc1)c1ccco1,-2%,2%,i,?,i,11%,4.8e-07M*,13%,1%,1%,3.7e-07M*
COc1ccc(CC(=O)OCC(=O)NC(=O)NC2CCCCC2)cc1,0%,-1%,i,i,i,-23%,i,-5%,2%,-2%,i
COc1ccc(-n2c3c(cc(C(=O)N4CCN(CCO)CC4)c2=O)C(=O)CC(C)(C)C3)cc1,0%,0%,.,.,.,25%,.,1%[11.4 µM],4%[11.4 µM],-2%,.
COc1ccc(OC)c(C(=O)COC(=O)CNC(=O)C2CCCCC2)c1,2%,-1%,i,i,i,13%,?,5%,4%,1%,?
COC(=O)c1ccn(C(=O)c2ccc(Cl)cc2)n1,1%[25.5 µM],.,i,i,i,.,i,.,.,.,i
COc1cc(NC(=O)C(C)Oc2ccccc2)cc(OC)c1 (stereo not given),-3%,0%,i,i,?,-4%,?,-8%,5%,-1%,?
COc1ccc(NC(=O)c2ccco2)cc1NC(=O)c1ccco1,-3%,0%,i,i,?,-8%,i,8%,?,-1%,i
CC(C(=O)NC1CCCCCC1)N(c1ccccc1)S(C)(=O)=O (stereo not given),2%,1%,i,i,?,5%,i,-17%,12%,-3%,i
Cc1cc(C)n(CNc2nc(C(F)(F)F)cs2)n1,-2%,1%,i,i,i,10%,i,-3%,-3%,0%,i
CCCn1c(C)nc2c(N3CCN(C)CC3)nc(C)nc21,.,-1%,.,.,.,-2%,.,10%,10%,1%,.
N#Cc1ccccc1-c1ccc2ncnc(NC3CC3)c2c1,-1%[2.29 µM],-3%,i,i,i,-30%,i,2%,13%,-2%,i
CC(C)(C)NC(=O)C(c1ccncc1)N(Cc1cccs1)C(=O)Cn1nnc(-c2cccs2)n1 (stereo not given),0%,-4%,i,i,?,-4%,i,-7%,20µM*,-3%,i
COc1ccc(C2C=C(c3ccccc3)Nc3nnnn32)cc1 (stereo not given),-5%,-12%,.,.,.,3%,.,224%,25%,-9%,.
CCN(CC)CCCCCOc1ccccc1OC,3%,0%,.,.,.,-15%,.,4%,6%,0%,.
Cc1nn(C)c(C)c1CNC(=O)c1cnn2c1NC(c1ccccc1)CC2C(F)(F)F (stereo not given),2%,1%,i,i,i,-15%,i,-6%,7%,1%,i
CS(=O)(=O)N(CC(=O)N1CCCCCC1)c1ccc(Br)cc1,5%,0%,i,i,i,6%,i,-2%,4%,1%,i
CCOC(=O)N1CCN(C(=O)c2cnc(Nc3ccccc3OC)c3ccccc23)CC1,-5%,-10%,i,i,i,0%,?,8%,14%,-9%,?
Clc1ccc(CSCc2ccc(Cl)cc2Cl)c(Cl)c1,3%[11.4 µM],1%[11.5 µM],i,i,?,46%[activator][11.5 µM],i,-3%[11.4 µM],-4%[11.4 µM],-2%[11.5 µM],i
CCOC(=O)c1c(C)n(C)c2ccc(OC)c(NC(=O)CN3CCSCC3)c12,3%[25.5 µM],.,i,?,i,.,i,.,.,.,i
O=C(OCC(=O)N1CCc2ccccc21)c1ccc[n+]([O-])c1,1%,2%,i,i,?,-14%,i,-1%,-2%,2%,i
O=c1c(CCc2ccccc2)nc2cnc(Oc3ccccc3)nc2n1C1CC1,1%[11.4 µM],-8%,i,i,i,28%,i,-17%,?,-4%,i
COc1ccc(C(=O)CSc2nnc(-c3cccnc3)n2Cc2ccco2)cc1,2%,1%,i,i,i,-7%,i,-6%,7%,-2%,i
COc1cccc(CNn2cnnc2)c1OCc1ccccc1F,-2%,2%,i,i,i,-8%,i,-6%,4%,-2%,i
Cc1ccc(S(=O)(=O)NC2CCOC(C)(C)C2)cc1 (stereo not given),3%,0%,i,?,i,5%,i,-7%,-13%,1%,i
COc1ccc(C(=O)c2oc3nc(C)cc(C)c3c2N)cc1,0%[25.5 µM],.,i,i,i,.,?,.,.,.,?
Cc1ccc(N(CC(=O)NCc2ccco2)S(=O)(=O)c2ccccc2)cc1,0%,-3%,.,.,.,18%,.,-2%,?,-5%,.
CCN(CC)C(=O)CSc1nc2ncc(Br)cc2[nH]1,-15%,1%,i,i,?,-13%,i,-1%,3%,0%,?
Cc1c(NC(=O)C(C)OC(=O)C(NC(=O)c2ccco2)C(C)C)c(=O)n(-c2ccccc2)n1C (stereo not given),2%,1%,i,?,i,15%,i,9%,6%,-1%,i
CCOc1ccc(N2CC(C(=O)OC)CC2=O)cc1 (stereo not given),-3%,-2%,i,i,i,-18%,i,-3%,17%,0%,i
COC(=O)Cc1c(C)nc2nc[nH]n2c1=O,1%,0%,i,i,i,1%,i,5%,-2%,-2%,i
O=C(NCc1ccc2c(c1)OCO2)c1nnc(Cc2ccc(F)cc2)o1,-1%,0%,.,.,.,-1%,.,4%,-2%,2%,.
CCOc1ccc(C(=O)OCc2nnc(-c3cccs3)o2)cc1OC,0%,0%,i,i,i,-21%,i,8%,?,1%,i
Cc1cc(NC(=O)Nc2cccs2)no1,-5%,1%,i,i,i,1%,i,1%,-2%,-4%,i
COc1ccc(NC(=O)CC(=O)Nc2ccc(OC)cc2OC)c(OC)c1,3%,-1%,i,i,i,-19%,i,-20%,1%,-1%,i

# 2 compounds from above with just Fluorescein fluor:
SMILES,Fluorescein fluor
Cc1cc(NC(=O)Nc2cccs2)no1,i
COc1ccc(NC(=O)CC(=O)Nc2ccc(OC)cc2OC)c(OC)c1,i
